# Assay outcomes deposited in PubChem by National Center for Advancing Translational Sciences (NCATS).
# TCR activator – activators of T cell receptors | Potency, µM (titrated, usually from 9.22 µM), for inactives: at the highest dose activation of IL-2 secretion, actives largely listed as activators | 330,000 tested, under 10 active | primary human leukocytes, anti-CD3, IL-2 HTRF, 48 h; note: % of control where 0% means no effect
#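 48 hr co-incubation of compounds, a-CD3 beads and primary human leukocytes; IL-2 quantified homogeneously by HTRF with anti-IL-2 K and d2 conjugates.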
# B2AR arrestin – recruits beta-arrestin to the human beta2-adrenergic receptor; P07550; beta-arrestin recruitment to beta2AR, cell-based reporter; Potency, µM (top dose mostly 46.1 µM), without a hit: at the top dose activation, actives largely listed as activators; 330,000 compounds, 0.02% hits; AID 492947;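 note: potency is the fitted concentration of half-maximal effect; 0% = DMSO controls and full agonism = EC100 isoproterenol or metaproterenol; nearly all actives have a fitted effect of over 65% in size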
# A-T KAP1 phos – potential ataxia-telangiectasia treatments restoring KAP-1 phosphorylation; Potency, µM (series often up to 57.5 µM), for inactives: top-dose activation, usual class: activators; 320,000 compounds, 0.19% hits; […] A-T fibroblasts, KAP-1 phosphorylation AlphaLISA; neocarzinostatin DNA damage 30 min before lysis; AID 485349; note: potency is the fitted concentration of half-maximal effect; % of control where 0% means no effect; nearly all actives have a fitted effect of over 45% in size
#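 hTERT-immortalized A-T patient fibroblasts ([…]), 500 cells/well in OPTI-MEM, 1% FBS, got compounds for 60 min, then NCS for 30 min at 37C. Lysates were then assayed for phospho-KAP-1 by AlphaLISA (anti-pKAP1 donor, anti-KAP1 acceptor beads), 6 hr at 25C.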
# PTAP TSG101 blk – blocks PTAP/TSG101 interaction to inhibit HIV-1 budding; Q99816; Fluorescence polarization, FITC-PTAP peptide / Tsg101 binding; Potency, µM (series often up to 115 µM), for the others: at the highest dose activity change, negative = inhibition, hits mostly inhibitors; 340,000 tested, under 10 active; AID 493005; active = well fitted inhibition curve with a large enough effect in the main read-out, with a control signal flat, not every such curve was filed as active; inconclusive = small, poorly fitted or top-dose-only effect, or effect the other way, or a change in a side signal; inactive = no such curve, though single readings can be large or run the other way; note: potency is the fitted concentration of half-maximal effect; % of control where 0% means no effect
#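 Tsg101 binding domain (10 uM final) was mixed with compound and a FITC-labeled PTAP peptide (50 nM final) in HEPES pH 7.5 buffer with NaCl, Tween 20, EDTA and TCEP; fluorescence polarization was read after 20 min at r.t.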
# BRCA1 expr up – activators of BRCA1 expression. AID 624202. 380,000 compounds, 1.1% hits. Potency, µM (top dose mostly 46.1 µM), for inactives: at the highest dose activation, usual class: activators. MCF7-BRCA1-FFLuc reporter, luminescence, 48 h; response scale: scaled: vehicle 0%, 10 µM genistein 100%; note: potency is the fitted concentration of half-maximal effect; nearly all actives have a fitted effect of over 80% in size; some results filed as inactive show a strong effect at the top dose
#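 Luminescence from a BRCA1-driven firefly luciferase in MCF7 cells was the read-out, taken 15 min after substrate addition following 48 h compound exposure at 37 °C. Data were normalized to a 10 microM genistein control and DMSO vehicle.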
# ELG1 DNA repair – ELG1-dependent DNA repair inhibition. HEK293T ELG1-luciferase reporter, luminescence, 16 h; DNA damage induced by 5-fluorouridine. Potency, µM (doses to about 46.1 µM), for the others: top-dose activity change, negative = inhibition, actives largely listed as inhibitors. 330,000 compounds, 2.3% hits. AID 504467; note: potency is the fitted concentration of half-maximal effect; % is set by controls: 0 for no effect and ±100 for the full control effect; nearly all actives have a fitted effect of over 55% in size
#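 Quantitative HTS, concentration-response format. 2,000 cells/well co-treated with 5-fluorouridine and compound, 16 hr in 5% CO2 at 37 °C; ONE-Glo luminescence read after 30 min.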
# p53 reactivator – restores transcriptional activity of mutant p53; H1299 p53-A138V BP100-luciferase reporter, luminescence, 24 h; 320,000 compounds, 0.063% hits; Potency, µM (top dose mostly 92.2 µM), inactives show at the top dose activity change, positive = activation, most hits filed as activators; note: potency is the fitted concentration of half-maximal effect; % of control where 0% means no effect; nearly all actives have a fitted effect of over 45% in size
#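 H1299 (p53-null), stable ts p53-A138V + BP100-Luc; 1000 cells/well, Opti-MEM/10% FBS; cpd 4 pt, 1:5; 24 h, 37 deg C, 5% CO2; detection reagent 10 min RT; luminescence.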
# Integrin act MD – activates integrin-mediated alleviation for muscular dystrophy; AID 624291; alpha7betagal myoblasts, beta-gal FDG fluorescence, 48 h; Potency, µM (series often up to 38.3 µM), without a hit: at the top dose activation, usual class: activators; 350,000 compounds, 0.064% hits;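 note: potency is the fitted concentration of half-maximal effect; 100% = response of the positive control SU9516; nearly all actives have a fitted effect of over 60% in size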
#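 alpha7betagal+/- myoblasts (passage 13, 250/well) treated 48 h at 37C with compounds at 1:260 dilution of DMSO stock. Lysed, then beta-galactosidase activity read as FDG fluorescence (ex 480/em 540) after 30 min, with pre-read for autofluorescence.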
# TRPV1 agonist – human TRPV1 agonism. Q8NER1. TRPV1-expressing cells, Fluo-8 calcium influx, agonist mode. activation, % at 8.33 µM. 320,000 compounds, 0.19% hits; in the data active = activation above about 80%; inconclusive = between about 30% and that limit; note: 0% is about no effect
#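 Cells expressing TRPV1 were dye-loaded with Fluo-8 and read kinetically: 10 s baseline, 3 min after compound (agonist portion), then 2 min after EC20 capsaicin (allosteric enhancer portion). Calcium-bound dye fluorescence at 480/520 nm.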
# MLL CXXC-DNA inh – blocks binding of human MLL CXXC domain to DNA | MLL-CXXC / FITC-HOXA9 DNA fluorescence polarization | Potency, µM (titrated, usually from 115 µM), for the others: at the top dose activity change, negative = inhibition, hits mostly inhibitors | 290,000 compounds, 0.037% hits | AID 2662; active = well fitted inhibition curve with a large enough effect in the polarisation, with a control signal flat, not every such curve was filed as active; inconclusive = small, poorly fitted or top-dose-only effect, or effect the other way, or a change in a side signal; inactive = no such curve, though single readings can be large or run the other way; the % refers to the polarisation; note: potency is the fitted concentration of half-maximal effect
#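 Fluorescence polarization: 7 uM MLL-CXXC (stock) preincubated 5 min with compounds, then 50 nM fluorescein-HOX-A9 DNA (stock) added; 30 min ambient. Buffer 50 mM Tris-HCl pH 7.5, 50 mM NaCl, 1 mM DTT, 0.05% BSA.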
# * hit, by the source's call; ? = inconclusive; . = no result given; [ ] = another dose, or the depositor's remark. Unless noted, calls come from the whole dose curve; as a rule, active = well fitted curve in the direction sought with a large enough effect; inconclusive = small, poorly fitted or top-dose-only effect, or another doubt; inactive = no such curve, though single readings can be large; an effect the other way counts as inactive or inconclusive. Outcome played no part in choosing rows (roughly 3.8% active in at least one column).
SMILES,TCR activator,B2AR arrestin,A-T KAP1 phos,PTAP TSG101 blk,BRCA1 expr up,ELG1 DNA repair,p53 reactivator,Integrin act MD,TRPV1 agonist,MLL CXXC-DNA inh
CCc1cc2cc(C)ccc2nc1SCC(=O)N1CCN(C(=O)c2ccco2)CC1,-8%,0.0%,5%,-3%,-16%,?,-30%[inhibitor],-29%,20,-5%
N/C(=N\OC(=O)Cc1ccccc1)c1ccc(Br)cc1,2%[46.1 µM],2.0%,13%,-6%,68%,?,?,7%,10,11%
O=C(CSc1ccc(Cl)cc1)N/N=C/c1ccc([N+](=O)[O-])o1,-1%,1.0%,50%,-2%,-63%,6%,28%,-54%[inhibitor],-1,-8%
Cc1cc(C)c(OCC(=O)OC(C)C(=O)NCc2ccccc2)c(C)c1 (stereo not given),-1%,1.0%,-4%,-6%,-10%,6%,-1%,15%,21,.
Cc1cccc(Nc2c(O)nc[nH]c2=O)c1,-5%,.,.,-2%,-14%,.,.,22%,.,.
CCCC1(C(=O)OCC)NC(c2ccc(N(C)C)cc2)C2C(=O)N(c3ccc(OCC)cc3)C(=O)C21 (stereo not given),3%,-0.5%,2%,-4%,-25%,?,3%,8%,-2,-3%
COc1ccc(S(=O)(=O)N2CCN(C(=O)NC3CCCCC3)CC2)cc1,4%,0.0%,6%,-3%,-19%,-7%,1%,-3%,16,17%
O=C(C1=C(O)C(=O)N(CCc2ccccc2)C1c1cccs1)c1ccco1 (stereo not given),4%,0.5%,6%,-2%,-3%,-9%,-1%,-14%,-3,-3%
CCCN(Cc1nc(-c2ccc(Cl)cc2)no1)CC1CCCO1 (stereo not given),5%,0.1%,2%,0%,-6%,-19%,-1%,15%,4,-2%
CC1=CC(C)(C)Nc2ccc(C)cc21,.,0.3%,8%,-2%,4%,0%,-1%,-10%,3,11%
CC(C)c1c(C(=O)N/N=C/c2ccc(Cl)cc2Cl)nnn1-c1nonc1N,0%,0.4%,-6%,5%,-11%,1%,9%,10%,?,9%
COc1cccc(C(CNc2ccc(S(=O)(=O)N3CCN(C)CC3)cc2[N+](=O)[O-])N(C)C)c1 (stereo not given),-6%,-0.7%,-2%,0%,-10%,4%,3%,-11%,15,.
CCCCn1c(-c2ccco2)nc2ccccc2c1=O,-3%,0.4%,3%,-4%,-15%,-1%,1%,-16%,13,4%
NC(=O)c1ccsc1NC(=O)COc1ccccc1,0%,-0.4%,-7%,-6%,?,?,?,9%[7.66 µM],6,10%
Cc1nc2sc3c(c2c2nnc(SCC(=O)NCc4ccco4)n12)CCCC3,-4%,0.3%,7%,-5%,-44%,?,-6%,-13%,9,15%
Cc1ccc(-c2ccc(/C=N\NC(=O)C3C(=O)NCC3c3ccccc3)o2)cc1Cl (stereo not given),-4%,-0.1%,-3%,-6%,-77%,?,-4%,-46%[inhibitor],2,15%
COc1ccc(N(CCC(=O)NCCc2ccccc2)S(=O)(=O)c2ccc(C)cc2C)cc1,4%,-0.1%,1%,1%,10%,?,?,?,3,.
Cn1c(SCC(=O)N=Nc2c(O)[nH]c3ccccc23)nc2ccccc21,-2%[46.1 µM],6.4%,-1%,.,.,4%,1%,.,-1,?
O=C(CSc1ccc2c(c1)OCCO2)N1CCN(c2ccccc2O)CC1,7%,0.2%,4%,-2%,-9%,?,-1%,-6%,28,.
COCC1CCCCN1C(=O)c1cc(COc2ccc3ncccc3c2)on1 (stereo not given),-4%,-0.8%,1%,-4%,-8%,?,8%,22%,15,-3%

# 3 entries already listed, sorted by their value in B2AR arrestin, largest number first.
structure,TCR activator,B2AR arrestin,PTAP TSG101 blk,p53 reactivator,Integrin act MD,TRPV1 agonist,MLL CXXC-DNA inh
O=C(CSc1ccc2c(c1)OCCO2)N1CCN(c2ccccc2O)CC1,7%,0.2%,-2%,-1%,-6%,28,.
NC(=O)c1ccsc1NC(=O)COc1ccccc1,0%,-0.4%,-6%,?,9%[7.66 µM],6,10%
COc1cccc(C(CNc2ccc(S(=O)(=O)N3CCN(C)CC3)cc2[N+](=O)[O-])N(C)C)c1 (stereo not given),-6%,-0.7%,0%,3%,-11%,15,.

# Further compounds follow.
SMILES,TCR activator,B2AR arrestin,A-T KAP1 phos,PTAP TSG101 blk,BRCA1 expr up,ELG1 DNA repair,p53 reactivator,Integrin act MD,TRPV1 agonist,MLL CXXC-DNA inh
O=C(/C=C/c1ccccn1)c1cc(Br)ccc1O,-2%,-0.5%,6%,-4%,-13%,6%,8%,35%,.,1%
O=C(Nc1cccc(NC(=O)c2nccc3ccccc23)c1)c1ccco1,0%,0.9%,2%,2%,2%,-12%,-1%,-2%,-7,8%
COc1cccc(CCc2nnc(CCC(=O)N3CCN(Cc4ccccn4)CC3)o2)c1,.,0.0%,7%,-5%,-27%,-6%,1%,4%,-5,22%
Cc1ccc(-c2nc3ncccc3o2)cc1NC(=O)c1ccc([N+](=O)[O-])o1,5%,-0.1%,2%,-2%,-122%[inhibitor],-9%,?,-42%[inhibitor],2,11%
CCN(CC)S(=O)(=O)c1ccc(N2CCCC2)c(C(=O)Nc2ccc(OC)c(Cl)c2)c1,4%,0.2%,-2%,-2%,-40%,-6%,1%,1%,-1,16%
CC(C)(C)c1ccc(NC(=O)COC(=O)CCN2C(=O)c3cccc([N+](=O)[O-])c3C2=O)cc1,-1%[46.1 µM],-0.5%,-3%,-5%,5%,?,6%,-8%,1,12%
O=C(NCc1ccco1)C(c1ccco1)N(Cc1cccs1)C(=O)Cn1nnc2ccccc21 (stereo not given),-6%[46.1 µM],2.7%,8%,3%,-44%,?,-5%,-16%,-5,1%
Cn1c(=O)c2c(SCC(=O)NCC3CCCO3)nc(CC(C)(C)C)nc2n(C)c1=O (stereo not given),-5%,-0.1%,-1%,0%,-4%,-10%,-14%,-52%[inhibitor],?,15%
CCOc1ccccc1/C=N/Nc1ccnc(=O)[nH]1,4%,4.0%,53%,0%,17%,25%,3%,0%,-2,?
CCc1c(C)nn(C(=O)/C(C#N)=C\N(C)C)c1C,-2%,0.2%,3%,0%,-12%,10%,1%,-17%,3,-1%
Cc1cccc2nc(CSCc3ccco3)cn12,-6%,-0.4%,-11%,-6%,?,?,?,-28%,2,7%
O=C(C1CCCN(S(=O)(=O)c2cnc[nH]2)C1)N(CCc1ccccc1)Cc1ccccc1 (stereo not given),-2%,0.1%,3%,0%,-9%,0%,-7%,0%,27,10%
COc1ccc(CCC(=O)NNC(=O)c2cc(Cl)ccc2OC)cc1,10%,-0.6%,6%,2%,-9%,-2%,1%,11%,-1,-2%
CCC(CC)c1nnc(NC(=O)C2CCCO2)s1 (stereo not given),3%,-0.1%,-2%,-2%,1%,5%,5%,11%,-1,-3%
CCCN1CC(=O)N2C(c3ccccc3)c3[nH]c4ccccc4c3C[C@H]2C1=O (stereo not given in full),-3%,0.3%,6%,-2%,-32%,-2%,-3%,4%,6,-2%
CCCN(CCC)S(=O)(=O)c1cc(CN2C(=O)c3cccnc3C2=O)ccc1OC,8%,-0.7%,-5%,1%,16%,-2%,6%,14%,-2,4%
CCCCn1c(-c2ccco2)nc2oc3ccccc3c(=O)c2c1=O,6%,0.0%,-4%,-5%,33%,-25%,-1%,16%,24,-8%
Cc1ccc(S(=O)(=O)NCCOc2nc(N(C)C)nc(N(C)C)n2)cc1,-3%,-1.0%,6%,0%,0%,-14%,3%,?,.,-29%
Cc1ccc(N=C2NC(=O)/C(=C/c3cccn3C)S2)cc1,-5%,-0.2%,-9%,3%,3.5µM*,?,28%,-11%,23,64%[activator]
CC(=O)NCCCC(=O)NNC1CC(=O)N(c2cccc(Cl)c2)C1=O (stereo not given),-3%,-0.3%,-1%,-1%,15%,?,-1%,7%,-4,1%
O=C(Nc1ccc2c(c1)OCO2)c1ccccc1,-7%,-0.1%,0%,-8%,?,?,?,0%,-1,3%
CC(C)(C)OC(=O)C[C@H]1C/C=C\C[C@@H](CC(=O)N(CCO)Cc2ccccc2)C(=O)N[C@@H](c2ccccc2)COC1=O,-5%,-0.7%,2%,0%,6%,?,-3%,-12%,.,.
CCOC(=O)C1=C(CSc2n[nH]c(N)n2)NC(=O)NC1C (stereo not given),4%,-1.1%,4%,-3%,-1%,1%,10%,-1%,2,-6%
Cc1ccc(S(=O)(=O)Nc2ccccc2C(=O)N2CCCCC2C)c(C)c1NS(C)(=O)=O (stereo not given),-8%,-0.3%,-1%,0%,-24%,3%,0%,-17%,1,15%
CC(C)(C)NC(=O)C[C@H]1C[C@H](C(=O)N2CCOCC2)[C@@]2(CCC3CCCC3)c3[nH]c4cc(-c5ccco5)ccc4c3CCN2C1=O,-12%[46.1 µM],-0.5%,-2%,-4%,-51%,6%,4%,-11%,.,.
CCOC(=O)N1CCC(NC(=O)c2ccc(CS(=O)c3ccc(Cl)cc3)o2)CC1 (stereo not given),1%,0.2%,10%,-4%,-8%,1%,6%,?,-1,1%
